TAAR1 antag: antagonists of human TAAR1; 360,000 compounds, 1.5% hits; inhibition, % at 3 µM; Q96RJ0; CHO RD-HGA16 TAAR1, Fluo-8 calcium fluorescence, antagonist; AID 624466;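 active = inhibition above a per-plate cutoff, the mean inhibition of test compounds on that plate plus 3 SD, cut at about 49% in these data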;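 note: 0% = DMSO plus EC80 beta-PEA response and 100% = DMSO alone without agonist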
Target sequence (Q96RJ0 whole entry, looked up): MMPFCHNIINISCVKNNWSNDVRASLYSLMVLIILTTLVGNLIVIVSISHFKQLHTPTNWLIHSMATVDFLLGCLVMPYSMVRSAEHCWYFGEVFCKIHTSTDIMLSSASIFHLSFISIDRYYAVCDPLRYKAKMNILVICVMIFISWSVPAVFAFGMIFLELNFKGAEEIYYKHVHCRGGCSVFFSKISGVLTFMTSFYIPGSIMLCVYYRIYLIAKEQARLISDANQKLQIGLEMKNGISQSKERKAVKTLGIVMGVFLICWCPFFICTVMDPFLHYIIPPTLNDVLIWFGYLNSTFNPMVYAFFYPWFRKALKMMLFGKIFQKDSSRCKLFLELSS
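Material: RD-HGA16 CHO cells with stable hTAAR1 and Gα16; Dosing: single nominal final test compound concentration of 3 µM; Schedule: seeding 17-24 h prior, 75-min 37 °C, 30-min RT dye loading; Detection: kinetic Fluo-8 calcium fluorescence measurement; Measure: % inhibition from peak post-agonist over basal fluorescence ratio; Benchmarks: vehicle and agonist controls.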
M5 antag: CHRM5 antagonism in calcium assay; inhibition, % at 3 µM; CHO-hM5 cells, Fluo-8 calcium fluorescence, ACh EC80; 360,000 compounds, 0.59% hits; P08912;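 active = inhibition above a per-plate cutoff, the mean of that plate's test compounds plus 3 SD, cut at about 27% in these data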;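 note: 0% = acetylcholine EC80 with DMSO and 100% = DMSO without agonist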
Target sequence (P08912 whole entry, looked up): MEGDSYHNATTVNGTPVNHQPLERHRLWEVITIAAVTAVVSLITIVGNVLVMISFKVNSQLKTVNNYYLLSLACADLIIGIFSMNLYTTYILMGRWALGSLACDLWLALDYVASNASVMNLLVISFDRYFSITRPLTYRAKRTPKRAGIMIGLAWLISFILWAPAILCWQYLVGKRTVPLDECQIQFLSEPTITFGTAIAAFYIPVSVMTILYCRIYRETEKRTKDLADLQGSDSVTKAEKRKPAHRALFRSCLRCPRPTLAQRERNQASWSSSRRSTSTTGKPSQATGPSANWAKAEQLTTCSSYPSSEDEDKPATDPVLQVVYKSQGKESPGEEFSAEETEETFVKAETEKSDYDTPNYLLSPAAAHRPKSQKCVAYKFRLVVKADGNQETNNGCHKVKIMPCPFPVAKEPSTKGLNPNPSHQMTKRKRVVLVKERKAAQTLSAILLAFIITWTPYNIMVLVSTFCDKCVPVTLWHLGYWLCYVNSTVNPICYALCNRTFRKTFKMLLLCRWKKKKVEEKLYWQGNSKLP
M5 ag: agonists of human muscarinic M5 receptor (CHRM5); P08912; CHO-K1 hM5 cells, Fluo-8 calcium fluorescence; 0% DMSO wells, 100% maximal acetylcholine response; 360,000 compounds, 0.19% hits; activation, % at 3 µM;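 active = activation above the run's mean over test compounds plus 3 SD, cut at about 23% in these data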;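 note: signal is peak over basal fluorescence ratio across the kinetic read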
M5 PAM: potentiates acetylcholine response at human M5 receptor; CHO-K1 hM5, Fluo-8 calcium, ACh EC20 PAM; 0% = ACh EC20, 100% = ACh EC100; activation, % at 3 µM; 360,000 compounds, 0.3% hits; AID 624038;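 active = activation above the run cutoff, the mean activation of all test compounds plus 3 SD, cut at about 18% in these data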
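System – CHO-K1 hM5 cells · Compound – 3 µM, single dose · Incubation – compound preincubation 140 s before EC20 acetylcholine addition · Technique – Fluo-8 calcium fluorescence · Measure – Max/basal fluorescence ratio as % of EC20–EC100 ACh window · Benchmarks – low control EC20 acetylcholine (0%), high control EC100 acetylcholine (100%) · Replication – singlicate, one well per test compound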
CRFR2-BP antag: antagonists of CRF-binding protein/CRF-R2 receptor complex | HEK293 CRF-R2/CRF-BP, CRF-induced calcium fluorescence | inhibition, % at 11.8 µM | 350,000 compounds, 0.59% hits;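 active = inhibition of the ligand-induced calcium signal above about 50% at the single tested concentration, limit read from the data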
CHRM4 PAM: potentiates acetylcholine response at human M4 receptor; P08173; CHO-K1 hM4/Gqi5, Fluo-8 calcium fluorescence, ACh EC20; 0% = ACh EC20, 100% = maximal ACh; activation, % at 3 µM; 360,000 compounds, 0.4% hits;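 active = activation above its plate's cutoff, the mean activation of sample wells plus 3 SD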; note: some results filed as inactive read as strong as hits
TAAR1 agonist: agonists of human TAAR1; Q96RJ0; CHO RD-HGA16 TAAR1, Fluo-8 calcium fluorescence; vehicle wells 0%, saturating PEA agonist 100%; activation, % at 3 µM; 360,000 compounds, 0.99% hits;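 active = activation above the mean activation of all test compounds in the run plus 3 SD, cut at about 38% in these data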
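Signal – calcium-sensitive Fluo-8 signal, excitation 470-495, emission 515-575 nm · System – RD-HGA16 (CHO) cells co-expressing Gα16 and hTAAR1 · Incubation – 17-24 h seeding, 75 min 37 °C dye, 30 min RT · Compound dosing – 3 µM single concentration · Repeats – no replicates (n 1)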
M1 PAM parental: nonselective activator or artifact in parental CHO-K1 calcium assay. AID 602247. ATP EC20, Fluo-8 calcium fluorescence; 0% at ATP EC20, 100% at ATP max. 360,000 compounds, 0.02% hits. activation, % at 3 µM;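 active = activation above the run cutoff, the mean activation of all test compounds plus 3 SD, cut at about 40% in these data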;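 note: peak over basal fluorescence ratio in a 140 s read after ATP addition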
CRFBP-R2 agonist: CRF-BP/CRF-R2 complex agonism; HEK293 CRF-R2/CRF-BP, calcium dye fluorescence (FLIPR); percent of saturating CRF peptide response; activation, % at 13.2 µM; 350,000 compounds, 0.46% hits;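 active = activation of at least 50%, plus an integration ratio under a set limit after plate pattern correction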;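 note: plate controls were neutral control wells without compound for no effect and CRF at EC100 for full effect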
Starred values were filed as active, the others as inactive; x = no result given.

Second line of a record – CRFR2-BP antag, TAAR1 antag, CHRM4 PAM, M5 PAM, TAAR1 agonist, M5 ag, M1 PAM parental, CRFBP-R2 agonist, M5 antag
[1] CCOc1ccc(CCN2C(=O)C(=O)N([C@@H](Cc3ccc(O)cc3)CN3CCC[C@H]3CN3C(=O)C(=O)NC[C@@H]3Cc3ccccc3)C[C@@H]2Cc2ccc(O)cc2)cc1
 : x, -2, 9, 0, 2, 0, 8, x, 4
[2] Cc1cccc(N2CCN(C(=S)NCCc3ccccc3)CC2)c1C
 : -4, -2, -5, -4, 1, 1, 8, 0.6, 6
[3] CCOC(=O)C1C(c2ccccc2)C(C(=O)OCC)C1c1ccccc1 (stereo unspecified)
 : -19, 13, 4, 5, 6, 2, -2, 7.6, -9
[4] Cc1ccc(Nc2n[nH]c(=S)s2)c(C)c1
 : -4, -4, -4, -2, 7, -2, -14, -1.0, 1
[5] Cc1ccc(S(=O)(=O)N2CCN(C(=O)COC(=O)c3ccc(Cl)c(S(N)(=O)=O)c3)CC2)c(C)c1
 : -8, 10, -3, -2, 1, -3, -1, 0.1, 5
[6] COc1ccc(CCC(=O)N/N=C\c2cccs2)cc1
 : 8, 0, -10, 1, 6, 1, -9, -1.2, -2
[7] O=C(c1ccccc1)N1CCN(CC#Cc2ccccc2)CC1
 : 12, -10, 0, -3, 10, -7, 11, -1.0, -5
[8] N#C/C(=C/c1ccc(C(=O)O)cc1)C(=O)Nc1ccccc1
 : 7, -17, 7, -3, 9, -1, -14, -0.1, 9
[9] Cn1c(SCc2cc(=O)[nH]c3ccccc23)nnc1-c1ccco1
 : -6, -4, 4, -1, 12, -4, 18, -1.1, 2
[10] Cc1cc(C(=O)OCC(=O)NC(C)C)c2ccccc2n1
 : 13, -22, 2, 5, 0, 0, 26, -5.6, -1
[11] Cc1ccc(NC2=NCC(=O)N2c2ccc3c(c2)OCCO3)c(C)c1
 : 7, -4, 1, 1, 3, 1, 13, -1.8, -3
[12] O=C1c2cc(S(=O)(=O)NCCO)ccc2-c2ccc(S(=O)(=O)NCCO)cc21
 : 2, 6, -6, -2, 2, -2, 7, 0.5, -2
[13] COCCN(C(=O)c1csnn1)C(C(=O)NC1CCCCC1)c1cccs1 (stereo unspecified)
 : -5, -5, 9, 5, 8, -7, 3, -0.4, 4
[14] CC1CC(C)CN(CC(=O)NNC(=O)COc2ccc(Cl)cc2)C1 (stereo unspecified)
 : -9, -5, 2, 5, 1, -1, 18, 0.0, 0
[15] CCOC(=O)c1cc(-c2ccc(C)o2)n[nH]1
 : -13, -13, 10, -1, 6, 0, -1, -4.2, 9
[16] CC(C)c1ccc(NC(=S)NCCc2c[nH]c3ccccc23)cc1
 : -42, 5, -4, -3, 11, -2, 1, -0.8, 0
[17] Cc1cc(C(F)(F)F)n(-c2nc(C(=O)Nc3cccnc3)cs2)n1
 : 6, 3, -3, 0, -2, -9, -8, -0.3, 10
[18] Cc1cccc(/C=N/NC(=O)c2ccc(NC(=O)c3ccccc3Cl)cc2)n1
 : -1, 1, 1, 8, -2, -1, 2, -0.9, 5
[19] CC(=O)c1c(C(C)=O)c(C)n(-c2cccc([N+](=O)[O-])c2)c1C
 : -5, -2, 12, 4, 2, 0, 24, 4.2, -1
[20] O=C1CCc2cc(S(=O)(=O)NC(Cc3ccccc3)C(=O)NC3CCCC3)ccc2N1 (stereo unspecified)
 : 3, 2, 1, 0, -1, 3, -5, -0.7, 2

Compounds shown so far containing a thiophene ring, fused or not:
Second line of a record – CRFR2-BP antag, TAAR1 antag, CHRM4 PAM, M5 PAM, TAAR1 agonist, M5 ag, M1 PAM parental, CRFBP-R2 agonist, M5 antag
[6] COc1ccc(CCC(=O)N/N=C\c2cccs2)cc1
 : 8, 0, -10, 1, 6, 1, -9, -1.2, -2
[13] COCCN(C(=O)c1csnn1)C(C(=O)NC1CCCCC1)c1cccs1 (stereo unspecified)
 : -5, -5, 9, 5, 8, -7, 3, -0.4, 4

Some of the entries above, set out differently:
#	smiles	CRFR2-BP antag	TAAR1 antag	CHRM4 PAM	M5 PAM	TAAR1 agonist	M5 ag	M1 PAM parental	CRFBP-R2 agonist	M5 antag
7	O=C(c1ccccc1)N1CCN(CC#Cc2ccccc2)CC1	12	-10	0	-3	10	-7	11	-1.0	-5
15	CCOC(=O)c1cc(-c2ccc(C)o2)n[nH]1	-13	-13	10	-1	6	0	-1	-4.2	9
17	Cc1cc(C(F)(F)F)n(-c2nc(C(=O)Nc3cccnc3)cs2)n1	6	3	-3	0	-2	-9	-8	-0.3	10
19	CC(=O)c1c(C(C)=O)c(C)n(-c2cccc([N+](=O)[O-])c2)c1C	-5	-2	12	4	2	0	24	4.2	-1
1	CCOc1ccc(CCN2C(=O)C(=O)N([C@@H](Cc3ccc(O)cc3)CN3CCC[C@H]3CN3C(=O)C(=O)NC[C@@H]3Cc3ccccc3)C[C@@H]2Cc2ccc(O)cc2)cc1	x	-2	9	0	2	0	8	x	4

Continued.
Second line of a record – CRFR2-BP antag, TAAR1 antag, CHRM4 PAM, M5 PAM, TAAR1 agonist, M5 ag, M1 PAM parental, CRFBP-R2 agonist, M5 antag
[21] CC(=O)N(C)c1ccc(NC(=O)Nc2ccccc2C)cc1
 : -7, 4, 3, 1, 3, -2, 10, -1.9, -6
[22] CC(C)(C)OC(=O)NCc1ccc(CNC(=O)c2[nH]cnc2C(=O)N[C@@H](Cc2ccccc2)C(=O)OCc2ccccc2)cc1
 : 2, 33, 9, 1, 3, 2, 11, 4.1, 12
[23] COc1cc(CN2C[C@@H](CO)O[C@@H](n3cnc4c(NC5CCC5)ncnc43)C2)cc(OC)c1OC
 : x, -4, 5, 1, 2, 3, 32, x, 0
[24] CC(=O)c1ccc(N2CCN(C(C)C(=O)Nc3ccc4c(c3)OCCO4)CC2)cc1 (stereo unspecified)
 : 1, -16, -2, 0, -1, 2, -5, -1.0, -10
[25] CCCC(=O)N(c1ccc(OCC)cc1)C1C=CS(=O)(=O)C1 (stereo unspecified)
 : -4, 5, 0, -6, 2, 1, 16, 0.5, 13
[26] Cc1ccc(S(=O)(=O)N2CCOCC2)cc1C(=O)Nc1cc(Cl)ccc1N1CCOCC1
 : -4, 3, 7, 5, 1, 0, -22, -1.7, 2
[27] CC(C)CC(c1nnnn1C1CCCC1)N1CCC(C(N)=O)CC1 (stereo unspecified)
 : 24, -2, 1, 6, 2, 1, 12, -0.9, -1
[28] O=c1cc(CO)oc(CN2CCN(c3ccccc3F)CC2)c1O
 : -29, -4, 13, 0, 6, -1, 5, -0.3, -6
[29] O=C1COc2ccc(S(=O)(=O)N3CCCCC3)cc2N1
 : 0, -21, -5, 6, 3, -1, -4, 0.2, -4
[30] Cc1cc(NC(=O)c2ccccc2F)cc(C)c1OCC(=O)N1CCOCC1
 : -7, -18, 3, 1, 2, -3, 15, -0.8, 7
[31] COc1ccc(Nc2nnc(Cc3ccc(Cl)cc3)c(=O)[nH]2)c(OC)c1
 : 3, 1, 7, 4, 1, -2, 1, 0.6, -5
[32] O=C1C2CCCN2C(=O)N1CCCCN1CCN(c2ccc(F)cc2)CC1 (stereo unspecified)
 : -2, 5, -8, -4, 0, -3, -3, 1.1, 4
[33] CC(=O)NC1=NC(=O)/C(=C/c2cn(C(C)=O)nc2-c2ccccc2)S1
 : -20, 12, -2, -5, 5, 3, -6, -1.2, 14
[34] O=C1CCCN1CCC1CCN(C2CC(=O)N(c3ccc(F)cc3)C2=O)CC1 (stereo unspecified)
 : -16, 12, -3, 0, 0, 1, 8, 0.6, 0
[35] CC1=C(C(=O)N(C(C)C)C(C)C)CC(CC(=O)NCCc2ccccn2)C(=O)N1CCC1=CCCCC1 (stereo unspecified)
 : x, -10, 1, -5, 2, 0, -6, x, -4
[36] CCOC(=O)N1CCC(N2CCCC(C(=O)c3ccc4cc(OC)ccc4c3)C2)CC1 (stereo unspecified)
 : -12, -25, -9, 3, 5, -8, 13, -0.6, 0
[37] CC1CCCC(NC(=O)COC(=O)c2cc(S(=O)(=O)N3CCCCC3)ccc2N2CCOCC2)C1C (stereo unspecified)
 : -2, -10, 2, -1, 7, -6, 17, -0.3, 5
[38] COc1c(C)cccc1C(=O)Nc1ccc(N2CCN(S(C)(=O)=O)CC2)cc1
 : 25, 45, 0, -4, 11, 3, -7, -1.2, -1
[39] CC(=O)c1nn(-c2ccc(Cl)cc2)c(=O)[nH]c1=O
 : 2, -4, 2, -2, 1, 0, 6, -2.7, 9
[40] c1ccc(C2CN3CCSC3=N2)cc1 (stereo unspecified)
 : 89*, -2, 1, -4, 1, -1, 15, -2.4, 1
[41] O=C(COC(=O)c1ccc(O)cc1)Nc1ccccc1-c1ccccc1
 : -14, 61*, -13, -19, 11, 2, -5, 0.7, 35*
[42] CCOC(=O)C1CCCN(S(=O)(=O)c2ccc(Br)c(OC)c2)C1 (stereo unspecified)
 : -15, 11, 4, -2, 3, -4, 9, 1.7, -15

Profiles from above. Order of values: CRFR2-BP antag, TAAR1 antag, CHRM4 PAM, M5 PAM, TAAR1 agonist, M5 ag, M1 PAM parental, CRFBP-R2 agonist, M5 antag
Profile of O=C1COc2ccc(S(=O)(=O)N3CCCCC3)cc2N1 = 0, -21, -5, 6, 3, -1, -4, 0.2, -4
Profile of CC(=O)c1nn(-c2ccc(Cl)cc2)c(=O)[nH]c1=O = 2, -4, 2, -2, 1, 0, 6, -2.7, 9

Compound activity as filed in PubChem.
